SENP7 block: blocks the human protease SENP7 | Q9BQF6 | recombinant SENP7, Z-RLRGG-aminoluciferin luminescence, 40 min | inhibition, % at 5 µM | 330,000 compounds, 1.5% hits;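 active means inhibition above about 50% at the single test dose, limit read from the data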;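 further: plate controls were DMSO with enzyme for no effect and no enzyme buffer wells for full effect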
SENP1 inh: SENP1 (human) catalytic domain inhibition. inhibition, % at 10 µM. recombinant SENP1 catalytic domain, CyPet-SUMO1-YPet FRET cleavage. AID 624204. Q9P0U3. 360,000 compounds, 0.21% hits;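 active means inhibition at least 30% at 10 µM, raw YFP signal under a set limit, fluorescence ratio 0.5 to 1.5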;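 further: 0% = enzyme with DMSO and 100% = no enzyme wells; some results filed as inactive read as strong as hits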
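Assay system – human recombinant His6-tagged SENP1 catalytic domain enzyme · Input – SENP1 enzyme, 20 pM final · Buffer or medium – Tris pH 8 buffer plus EDTA, NaCl, BME, BSA, NP40, catalase · Schedule – 50 min reaction at room temperature · Technique – FRET read of cyan and yellow fluorescence · Control set – no-enzyme wells low, DMSO-plus-enzyme wells high control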
HKDC1 inhibitor: HKDC1 (human) hexokinase inhibition; recombinant HKDC1, G6PDH/diaphorase resazurin coupled fluorescence; inhibition, % at 20 µM; 340,000 compounds, 0.16% hits; AID 493160;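 active means inhibition above about 35% when tested at 20 µM, limit read from the data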;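 further: plate controls were DMSO wells with enzyme for no effect and DMSO wells lacking enzyme for full effect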
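Incubation: 90 min at room temperature in dark / Material: recombinant HKDC1 (HK5) hexokinase enzyme, produced in-house / Quantity: enzyme 5 µg/mL final / Compound: one dose of 20 µM, 1% DMSO / Reagent: glucose and ATP substrates / Buffer or medium: Tris pH 8.0 buffer with MgCl2, Tween-20, BSA, BME / Technique: resorufin fluorescence at 613 nm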
Apaf1 inhib: blocks human Apaf-1 apoptosome activity; reconstituted apoptosome caspase-3 activity, DEVD-Rh110 fluorescence; inhibition, % at 20 µM; 330,000 compounds, 0.71% hits; active means inhibition of at least 40% at 20 µM;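 further: plate controls were DMSO wells for no effect and DEVD-CHO caspase inhibitor wells for full effect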
Target sequence (O14727 whole entry, looked up): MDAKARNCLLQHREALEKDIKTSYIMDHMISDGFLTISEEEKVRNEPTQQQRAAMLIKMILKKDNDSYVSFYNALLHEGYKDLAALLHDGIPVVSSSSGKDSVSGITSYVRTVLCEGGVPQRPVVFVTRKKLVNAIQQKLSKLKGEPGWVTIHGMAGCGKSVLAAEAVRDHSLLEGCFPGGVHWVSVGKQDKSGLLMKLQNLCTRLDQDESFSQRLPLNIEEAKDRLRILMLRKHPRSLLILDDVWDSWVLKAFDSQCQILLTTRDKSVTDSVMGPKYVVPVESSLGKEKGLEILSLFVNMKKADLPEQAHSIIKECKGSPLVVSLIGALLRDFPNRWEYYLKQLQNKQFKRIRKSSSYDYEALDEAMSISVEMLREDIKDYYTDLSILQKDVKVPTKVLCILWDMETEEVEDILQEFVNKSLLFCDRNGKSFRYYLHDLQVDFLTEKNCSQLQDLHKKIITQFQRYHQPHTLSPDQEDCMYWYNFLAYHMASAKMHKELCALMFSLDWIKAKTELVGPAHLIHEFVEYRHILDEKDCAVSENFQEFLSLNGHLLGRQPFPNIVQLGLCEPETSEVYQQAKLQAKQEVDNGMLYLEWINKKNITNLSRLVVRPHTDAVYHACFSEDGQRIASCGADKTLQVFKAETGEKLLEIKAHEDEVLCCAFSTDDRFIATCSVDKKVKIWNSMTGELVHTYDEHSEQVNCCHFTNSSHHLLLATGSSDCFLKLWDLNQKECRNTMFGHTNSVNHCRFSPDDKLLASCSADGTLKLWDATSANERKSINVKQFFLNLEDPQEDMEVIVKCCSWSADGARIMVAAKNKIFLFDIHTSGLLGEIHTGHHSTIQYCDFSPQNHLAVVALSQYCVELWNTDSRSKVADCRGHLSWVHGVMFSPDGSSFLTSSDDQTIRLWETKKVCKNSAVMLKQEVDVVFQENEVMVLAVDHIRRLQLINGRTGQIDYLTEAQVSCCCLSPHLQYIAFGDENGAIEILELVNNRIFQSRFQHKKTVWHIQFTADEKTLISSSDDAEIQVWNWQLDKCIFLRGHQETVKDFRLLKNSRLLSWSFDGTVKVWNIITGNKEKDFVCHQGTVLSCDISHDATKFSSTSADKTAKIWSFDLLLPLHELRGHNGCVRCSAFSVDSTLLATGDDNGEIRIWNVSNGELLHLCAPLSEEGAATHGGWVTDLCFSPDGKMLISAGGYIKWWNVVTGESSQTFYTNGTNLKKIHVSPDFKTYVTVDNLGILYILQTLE
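Material: reconstituted apoptosome with Apaf-1, cytochrome c, caspase-9, procaspase-3, dATP. Technique: Rh110 fluorescence intensity. Buffer or medium: pH 7.5 Hepes buffer with CHAPS, BSA, DTT. Times: 30 min plus 50 min, RT.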
SENP6 block: inhibitors of human SENP6 protease; Q9GZR1; Recombinant SENP6 catalytic domain, aminoluciferin luminescence; inhibition, % at 10 µM; 330,000 compounds, 1.8% hits; AID 2599;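 active means inhibition above about 50% at the single tested dose, limit read from the data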;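 further: plate controls were DMSO wells with enzyme for no effect and DMSO wells lacking enzyme for full effect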
SENP8 block-1: inhibitors of human SENP8 protease. AID 2540. 330,000 compounds, 1.2% hits. inhibition, % at 10 µM. purified SENP8, Z-RLRGG-aminoluciferin cleavage, luminescence; in the data active means inhibition above about 50%
SENP8 block-2: inhibitors of human SENP8 protease; Q96LD8; recombinant SENP8, Nedd8 substrate fluorescence; inhibition, % at 20 µM; 360,000 compounds, 0.64% hits; AID 602440; in the data active means inhibition mostly above about 40%, no sharp cut-off; inactive means mostly below about 27%
PfGluPho inh: PfG6PD (Plasmodium falciparum) enzyme inhibition. PfGluPho enzyme, NADPH resazurin-diaphorase fluorescence. inhibition, % at 20 µM. 350,000 compounds, 0.78% hits;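 active means inhibition reaching at least a set limit at 20 µM in the primary screen, cut at about 59% in these data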;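 further: 0% = DMSO wells with substrate and 100% = DMSO wells lacking glucose-6-phosphate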
* marks the source's active call; other numbers are inactive results; . = not tested or not shown.

SMILES	SENP7 block	SENP1 inh	HKDC1 inhibitor	Apaf1 inhib	SENP6 block	SENP8 block-1	SENP8 block-2	PfGluPho inh
CSc1nc(N)nc(SCC(=O)C(C)(C)C)c1C#N	-15	-1	3	14	-1	-5	9	17
CC(=O)Nc1ccc(-c2csc(N/N=C\c3ccncc3)n2)cc1	1	6	5	-16	-10	-2	-44	35
O=C(COC(=O)c1ccc(O)cc1)Nc1ccc(S(=O)(=O)N2CCCC2)cc1	0	2	1	2	0	2	16	-1
COc1cccc(CNC(=O)c2nnn(CC(=O)Nc3ccc4c(c3)OCO4)c2N)c1	2	-1	-2	3	-11	3	12	-16
CC(Sc1ccc(Cl)cc1)C(=O)Nc1ccc2c(c1)OCO2 (stereo not drawn)	-3	0	1	-2	-26	-3	4	11
COc1cccc(C(=O)Nc2c3c(nn2-c2ccc([N+](=O)[O-])cc2)CS(=O)(=O)C3)c1	-2	1	-2	-1	-18	-1	17	7
O=C1C(Cl)=C(N2CCCCCC2)C(=O)N1c1ccccc1Cl	8	-6	-1	14	-14	-2	36	-3
O=C(NCc1ccc(F)cc1)C1CCN(S(=O)(=O)c2ccc(Br)s2)CC1	1	2	2	10	3	10	11	11
CC1CCN(C(=O)C2CCC(C)(C(=O)O)C2(C)C)CC1 (stereo not drawn)	0	1	10	-2	17	1	14	-2
CC(=O)Nc1ccc(S(=O)(=O)N=S(C)(C)=O)cc1	-5	1	-4	0	-2	-6	6	-9
COc1ccc(S(=O)(=O)N2CCCC2CNC(=O)C(=O)Nc2ccc(F)cc2)cc1 (stereo not drawn)	-1	0	-1	9	3	9	13	1
CCC/C(=N\NC(=O)C1CC1)c1ccccc1	12	1	-4	-8	-16	-7	12	8
COC(=O)c1ccc(C(C(=O)NC2CCCCC2)N(Cc2ccccc2)C(=O)Cc2cccs2)cc1 (stereo not drawn)	2	3	-7	21	-16	-3	7	3
O=C(NC1CC1)c1ccc(-c2nc3ccccc3s2)s1	98*	0	-8	3	91*	88*	-222	1
O=C(NCC(=O)N1CCN(S(=O)(=O)c2cccc(F)c2)CC1)c1ccc(Br)o1	-3	2	-4	5	41	4	8	2
CC(=O)c1c(C)[nH]c(C(=O)NCCC2=CCCCC2)c1C	8	-2	-3	-9	-10	3	18	6
NC(=O)c1nnsc1Sc1c(C(N)=O)nnn1-c1cccc(N)c1	-9	2	-2	1	-1	-6	24	8
CCCC(c1nnnn1CC1CCCO1)N1CCN(c2nc3ccccc3s2)CC1 (stereo not drawn)	8	1	-6	1	-2	2	18	-22
Oc1ccc(-c2csc(Nc3ncccn3)n2)c(O)c1	7	3	-11	1	27	-3	8	25
CCn1c(=O)cc(OCC(=O)NCc2ccc(C)o2)c2ccccc21	2	-8	1	8	5	-4	4	13
COC(=O)c1cnc(N2CCCN(S(=O)(=O)c3ccccc3)CC2)nc1C(F)(F)F	-7	-3	-1	3	-22	-15	-92	5
COc1ccc(-c2csc(NCc3ccco3)n2)cc1C	2	-1	-4	9	-3	-2	17	29
NC(=O)c1cc([N+](=O)[O-])ccc1NCc1cccc2ccccc12	-8	-4	4	10	-7	2	15	14
CSc1ccccc1NC(=O)c1noc(C)c1[N+](=O)[O-]	3	3	-4	6	4	5	7	39

The last 2 entries of the section above lead into the next.
SMILES	SENP7 block	SENP1 inh	HKDC1 inhibitor	Apaf1 inhib	SENP6 block	SENP8 block-1	SENP8 block-2	PfGluPho inh
NC(=O)c1cc([N+](=O)[O-])ccc1NCc1cccc2ccccc12	-8	-4	4	10	-7	2	15	14
CSc1ccccc1NC(=O)c1noc(C)c1[N+](=O)[O-]	3	3	-4	6	4	5	7	39
COc1cccc2c1OC1(CCN(C(C)C)CC1)N1N=C(c3cccnc3)CC21 (stereo not drawn)	-4	-6	-5	-22	-14	-4	-17	-1
C/C(N)=C(/C#N)C(=O)COC(=O)c1cc(-c2ccc(C)cc2)nc2ccccc12	-4	1	-1	-3	-26	-12	-53	-2
Nc1ccc(C#Cc2ccccc2)cc1	13	2	3	9	33	3	-7	-7
Cc1csc(=O)n1CC(=O)OCC(=O)Nc1ccccc1C(C)C	13	-4	-3	4	4	-1	2	15
O=C(CNS(=O)(=O)c1ccc(Cl)c(C(F)(F)F)c1)NC1CCCCCC1	-2	2	-2	8	3	-3	-6	-15
O=C(N/N=C/c1ccc(Br)o1)c1cncc(Br)c1	2	1	-2	-3	-1	-4	-18	-15
Cc1cc(-c2c(C)[nH]n(-c3ccccc3)c2=O)n(-c2ccccc2)n1	-4	-2	-1	11	-2	-4	1	-6
CC(=O)Nc1cc2c(cc1Cl)-c1ccc(F)cc1C2O (stereo not drawn)	.	2	5	.	.	.	-22	5
CCOC(=O)CNC(=O)CN1C(=O)CCSc2ccccc21	-2	1	-12	-13	-6	6	16	-2
O=C(c1noc2c1CCCC2)N1CCN(Cc2ccccc2)CC1	5	3	1	-18	7	2	13	-6
CC(C)(C)c1ccc(CN2N=C(/C=C/c3ccccc3)CCC2=O)cc1	-9	2	-2	15	-28	-4	-27	24
Cc1snc(S(=O)(=O)Cc2c(Cl)cccc2Cl)c1C#N	5	1	-7	-4	3	-1	17	-7
CC(C)c1ccc(/C=C/C(=O)Nc2nncs2)cc1	90*	0	-4	10	84*	73*	-31	-4
CN(C)C(CNC(=O)C1CCN(S(=O)(=O)c2cccc(C(F)(F)F)c2)CC1)c1ccccc1 (stereo not drawn)	9	-1	-4	35	11	5	2	1
Nc1nc2ccc(OC(F)(F)F)cc2s1	5	1	0	5	9	-3	7	-5
Cc1cc2nnc(SCC(=O)N3CCCCCC3)n2c(N)n1	-3	-2	14	-4	-10	1	17	-16
CCCOc1ccc(CN(CCO)CCO)cc1C(=O)OC	-5	-2	-2	-10	16	-8	5	-14
CCOC(=O)N1CCN(C(=O)/C=C/c2ccc3c(c2)OCO3)CC1	-6	2	-16	2	-20	-9	-100	5
Cc1ccc(CNC(=O)c2ccc(N3CCC4(CC3)CC(c3cccc(Br)c3)=NO4)c([N+](=O)[O-])c2)cc1	-7	2	2	-2	-5	-5	21	-4
COc1ccc(Cl)cc1NS(=O)(=O)c1cccc(C(=O)NCCCN2CCCC2=O)c1	-2	-1	3	3	-16	-5	4	-23
CCCn1nnc(NC(=S)NC(=O)CC)n1	-2	0	-2	-1	3	-4	3	3
CC1CCCN(C(=O)N2c3ccccc3Sc3ccccc32)C1 (stereo not drawn)	-3	2	-2	8	-13	-3	11	-11
COc1ccc(CNc2nc(-c3cccnc3)nn2S(C)(=O)=O)cc1	-5	1	-5	-5	-15	6	15	4
CCOc1ccc(/C=C2\SC(=S)N(CC(=O)NCCCN3CCOCC3)C2=O)cc1	0	-33	2	6	18	-3	15	-3
COc1cc(NC(=O)N2CCNC2=O)cc(C(=O)Nc2cccc(C(F)(F)F)c2)c1	1	-1	-4	-3	-15	5	20	8
O=C(CSc1nnc2scc(-c3ccc(Cl)cc3)n12)NCc1ccco1	2	-3	-1	-8	8	1	18	5
Cc1nc2nc(SCc3ccccc3)[nH]n2c(=O)c1C	.	0	2	.	.	.	21	18
Cc1nc(N2CCOCC2)nc(Oc2ccccc2F)c1[N+](=O)[O-]	5	-1	-3	16	18	5	41*	-21
COC(=O)Cc1cc(=O)oc2cc(OC)ccc12	0	-8	-6	-16	0	1	-272	-16
O=C(Nc1ccc2c(c1)CCC2)c1cc(S(=O)(=O)Nc2ccc(F)cc2)c(Cl)cc1Cl	-5	2	1	16	1	-8	11	-13
CC(CCc1ccccc1)C(=O)NO (stereo not drawn)	-6	2	-5	-10	11	-2	18	11
Clc1cccc(N2CCN(Cc3nnc(-c4ccccc4)o3)CC2)c1	-1	0	-2	18	-2	-2	5	-19
CC(=O)c1cccc(NC(=O)c2cc(S(=O)(=O)N3CCOCC3)cs2)c1	1	-1	-9	-1	0	-1	9	-1
CN(C)/C=C1/C(=O)Nc2ccccc21	1	0	1	-2	-17	-6	17	-13
Cc1ccc(-c2noc(=O)n2CC(=O)c2ccc(Cl)cc2)cc1	-1	1	-28	7	7	0	1	-10
O=C1NC(=Nc2ccccc2)CS1	1	1	-5	-14	-24	2	-1	-7

Looked up above:
Clc1cccc(N2CCN(Cc3nnc(-c4ccccc4)o3)CC2)c1 in PfGluPho inh = -19
COc1cc(NC(=O)N2CCNC2=O)cc(C(=O)Nc2cccc(C(F)(F)F)c2)c1 in PfGluPho inh = 8
O=C(CSc1nnc2scc(-c3ccc(Cl)cc3)n12)NCc1ccco1 in HKDC1 inhibitor = -1
Cc1ccc(-c2noc(=O)n2CC(=O)c2ccc(Cl)cc2)cc1 in SENP7 block = -1
O=C1NC(=Nc2ccccc2)CS1 in SENP1 inh = 1
CN(C)/C=C1/C(=O)Nc2ccccc21 in SENP7 block = 1

Following part.
SMILES	SENP7 block	SENP1 inh	HKDC1 inhibitor	Apaf1 inhib	SENP6 block	SENP8 block-1	SENP8 block-2	PfGluPho inh
O=C(c1ccco1)N1CCN(C(=S)NCc2ccc(F)cc2)CC1	-11	1	-6	4	-10	-8	-2	14
CCOC(=O)C1=C(C)OC(N)=C(C(=O)OCC)C1c1ccncc1 (stereo not drawn)	1	1	-3	-5	-13	-3	4	5
Cc1ccc(NC(=O)CSc2nnc(Cn3c(=O)sc4ccccc43)n2C)cc1Cl	-13	0	4	6	1	0	12	1
Cc1noc(C)c1C(=O)N1CCc2ccccc2C1	11	-1	5	-11	11	5	23	-10
CCCNC(=O)Cc1c(C)n(C(=O)c2ccc(Cl)cc2)c2ccc(OC)cc12	-7	0	4	20	-9	-15	16	2
COCCn1c(C)cc(C(=O)COc2ccc(N(C)S(=O)(=O)c3ccc(C)cc3)cc2)c1C	4	4	-1	20	7	-5	7	13
Cc1nn(CC#N)c(=O)n1-c1ccccc1F	-7	2	1	3	-8	-4	19	-3
CCOC(=O)c1nc(N)sc1C(=O)OCC	3	1	-4	-2	4	2	10	-14
COc1cc(NC(=O)CCC2CCCC2)cc(-n2cnnn2)c1	-10	1	-8	11	-5	-10	17	8
COc1cc(OC)cc(C(=O)N[C@H](C(=O)OCC(=O)c2c[nH]c3ccccc23)C(C)C)c1	-7	-4	2	4	4	-11	8	11
O=C(O)CCC(=O)Nc1nc(-c2ccccc2)cs1	-2	1	-10	-22	9	8	12	-47
Cc1c(C(=O)Nc2cccc(S(=O)(=O)N3CCOCC3)c2)oc2ccccc12	-6	-1	-6	7	-5	4	-92	10
O=C(Cn1[nH]c(=O)c2ccccc2c1=O)NCCN1C(=O)S/C(=C\c2ccccc2)C1=O	11	-3	7	12	-17	-2	-7	8
CC/C(=N/NC(=O)c1ccccc1O)c1c(C)[nH]n(-c2ccccc2)c1=O	9	-108	-9	-8	-5	-9	-256	-40
O=S(=O)(Cc1ccccc1)N1CCN(Cc2ccccc2)CC1	1	0	-13	-13	-3	3	14	-7
NNC(=S)Nc1c(Br)cc(F)cc1Br	-5	3	-7	-15	-5	3	13	2
O=C(Nc1cccc(S(=O)(=O)N2CCCC2)c1)c1cc(S(=O)(=O)N2CCOCC2)ccc1F	3	4	2	6	2	-2	-6	5
O=C(Nc1nnc(-c2ccco2)o1)C1CC1	16	2	-7	6	21	0	18	-11
Nc1cc(=O)[nH]c(SCc2cccc(Cl)c2)n1	2	-1	-6	10	3	-5	12	-13
